Bioassay records from PubChem.
CIT2-GFP yeast – modulators of TOR pathway CIT2-GFP in S. cerevisiae | S. cerevisiae CIT2-GFP strain, flow cytometry, 3 h; 100 means same as DMSO wells | GFP response vs DMSO, % at 10 µM | 0.065% of 320,000 active | AID 2029;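 active = GFP response relative to DMSO above a set limit, near the screen mean plus 3 SD, cut at about 150% in these data; inconclusive = Fewer than 70 cells measured for a yeast strain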;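 note: ratio of well median GFP fluorescence to mean of DMSO wells on the plate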
AGP1-GFP MLPCN – alters AGP1-GFP fluorescence in TOR pathway yeast screen. GFP response vs DMSO, % at 10 µM. 0.02% of 320,000 active. AID 2066. S. cerevisiae AGP1-GFP multiplex flow cytometry, 3 h; GFP as percent of DMSO wells;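 active = GFP response relative to DMSO above a set limit, near screen average plus 3 SD, cut at about 150% in these data; inconclusive = fewer than 70 cells counted for the yeast strain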;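 note: median GFP channel fluorescence of the gated AGP1 strain per well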
LAP4-GFP MLPCN – alters LAP4-GFP fluorescence in TOR pathway yeast screen | S. cerevisiae LAP4-GFP multiplex, flow cytometry GFP, 3 h; median GFP as percent of DMSO wells | GFP response vs DMSO, % at 10 µM | 0.34% of 320,000 active | AID 2023;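 active = GFP response vs DMSO above a set limit, about the screen mean plus 3 SD, cut at about 150% in these data; inconclusive = under 70 cell events counted for the yeast strain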
proCasp3 act – procaspase-3 (human) activation. recombinant procaspase-3 D3A, Ac-DEVD-pNA absorbance 405 nm. P42574. activation, % at 8.5 µM. 0.11% of 330,000 active. AID 463141;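 active = activation above the mean of all tested compounds plus 3 SD, cut at about 21% in these data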;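 note: 0% = DMSO alone and 100% = DMSO wells spiked with extra 5 µM PC-3 D3A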
Target sequence (P42574 whole entry D9A/D28A/D175A): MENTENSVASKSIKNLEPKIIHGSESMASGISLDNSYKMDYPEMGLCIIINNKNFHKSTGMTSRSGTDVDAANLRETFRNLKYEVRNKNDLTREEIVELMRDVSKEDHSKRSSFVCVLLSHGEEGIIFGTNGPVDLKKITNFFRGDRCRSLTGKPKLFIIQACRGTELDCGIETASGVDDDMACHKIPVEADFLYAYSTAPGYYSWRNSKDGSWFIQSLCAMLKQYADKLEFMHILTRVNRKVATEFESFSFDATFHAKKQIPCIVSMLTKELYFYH
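Technique: 405 nm absorbance of p-nitroaniline, reads at 0 and 120 min; Test system: Procaspase-3 D3A mutant; Incubation: 1 h enzyme-compound preincubation, then 2 h substrate reaction, 25 °C; Repeats: singlicate, each compound tested once; Benchmarks: low control DMSO wells, high control DMSO plus 5 µM PC-3 D3A.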
MEP2 TOR yeast – alters MEP2-GFP fluorescence in TOR pathway yeast screen | GFP response vs DMSO, % at 10 µM | 0.51% of 330,000 active | AID 2016 | S. cerevisiae MEP2-GFP strain, flow cytometry GFP, 3 h; 100% = DMSO control level;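 active = GFP response versus DMSO above a set limit, roughly screen mean plus 3 SD, cut at about 180% in these data; inconclusive = fewer than 70 cells counted for a yeast strain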;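 note: median GFP fluorescence of the barcode-gated MEP2-GFP cells per well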
RPL19A TOR yeast – yeast TOR pathway RPL19A-GFP modulation; S. cerevisiae RPL19A-GFP strain, flow cytometry, 3 h; stronger effect = lower value; percent response vs DMSO, % at 10 µM; 0.3% of 330,000 active; AID 2025;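 active = percent response vs DMSO below 50%; inconclusive = fewer than 70 events counted for the yeast strain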;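 note: median channel GFP fluorescence of the barcoded RPL19A-GFP strain; ratio of sample median GFP to plate DMSO average so 100% = DMSO; lower means less RPL19A-GFP as with rapamycin TOR inhibition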
AHR activator – activators of human aryl hydrocarbon receptor. P35869. AHR-responsive luciferase reporter cells, luminescence. activation, % at 5 µM. 2.5% of 320,000 active; in the data active = activation above about 47%;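 note: 0% = vehicle wells and 100% = reference agonist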
proCasp7 act – counter-screen: procaspase-7 (human) activation; activation, % at 8.5 µM; 0.093% of 330,000 active; AID 463210; recombinant procaspase-7, Ac-DEVD-pNA absorbance 405 nm; D23A/D198A/D206A triple mutant, cannot self-cleave; scale: DMSO 0, 5 µM enzyme 100;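 active = percent activation above the screen-wide mean plus 3 SD, cut at about 25% in these data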
Target sequence (P55210 whole entry D23A/D198A/D206A): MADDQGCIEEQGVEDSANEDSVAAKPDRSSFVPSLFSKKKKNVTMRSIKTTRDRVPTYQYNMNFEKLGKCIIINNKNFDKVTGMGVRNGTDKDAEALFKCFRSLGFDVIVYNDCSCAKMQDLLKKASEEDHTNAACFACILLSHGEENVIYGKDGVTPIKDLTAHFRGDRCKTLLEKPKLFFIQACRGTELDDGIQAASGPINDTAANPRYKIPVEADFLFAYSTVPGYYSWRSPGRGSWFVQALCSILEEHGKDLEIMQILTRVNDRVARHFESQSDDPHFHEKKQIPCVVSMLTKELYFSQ
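System: Procaspase-7 triple mutant (PC-7 D3A); measure: % activation from two-timepoint absorbance difference, scaled to controls; times: 1 h compound preincubation, 2 h substrate cleavage, 25 °C; also added: Ac-DEVD-pNA substrate, 400 µM as added; measured by: Epi-absorbance of released pNA at 405 nm, two timepoints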
An asterisk follows results filed as active; ? = inconclusive; . = not tested or not shown.

SMILES	CIT2-GFP yeast	AGP1-GFP MLPCN	LAP4-GFP MLPCN	proCasp3 act	MEP2 TOR yeast	RPL19A TOR yeast	AHR activator	proCasp7 act
O=C(Cn1cc(F)c(=O)[nH]c1=O)NCCO	101	99	95	5	111	105	-1	1
Cc1cc(C)c2[nH]c(=O)c(C(c3nnnn3CC3CCCO3)N3CCCC(C)C3)cc2c1 (configuration not stated)	101	102	94	-2	99	101	2	0
CC(C)CN1CCC(=O)N([C@H](COc2ccccc2)c2ccccc2)CC1	67	76	125	0	95	92	5	4
CN1N=C(C(C)(C)C)CSC1=Nc1ccc(F)cc1	105	100	101	3	105	100	2	3
CCOC(=O)Cc1csc(NC(=O)c2cc3ccccc3o2)n1	85	102	102	-3	97	99	1	4
NC(=O)CSc1oc(-c2ccc(F)cc2)nc1S(=O)(=O)c1ccccc1	104	107	97	0	98	96	28	-1
CC(C)c1onc(C(=O)N(C)C2CCCCC2)c1[N+](=O)[O-]	107	101	95	-1	104	101	-3	-4
O=C(COC(=O)COc1cccc(F)c1)NCCC1=CCCCC1	108	105	101	2	113	104	1	3
CN1CCN(c2ccc(NC(=O)COc3cccc4ccccc34)cc2)CC1	101	104	108	6	103	105	2	-2
CCn1ccnc1[C@@H]1C[C@H]2CN(Cc3ccccc3OC)C(=O)[C@]23CCCN13	91	91	96	0	104	93	0	0
COC(=O)CC1COc2ccccc2N1C(=O)c1cccc(C(F)(F)F)c1 (configuration not stated)	102	100	101	-2	100	101	12	2
CCCn1cc(SCC(=O)NCc2ccc3c(c2)OCO3)c2ccccc21	111	109	120	4	93	97	21	7
O=C(CCCN1CCN(c2ccccn2)CC1)c1ccc(F)cc1	97	101	108	11	103	101	-1	0
CCOC(=O)c1cnc2ccc(Cl)cc2c1N1CCN(C)CC1	93	104	97	8	103	101	9	-7
C[C@H]1COC(=O)[C@H](CC(=O)OC(C)(C)C)C/C=C\C[C@@H](CC(=O)N[C@@H](CO)Cc2ccccc2)C(=O)N1	92	101	100	-6	103	101	0	4
O=C1OC(=O)C2C3CCC(O3)C12 (configuration not stated)	89	98	101	8	96	100	0	12
COc1ccc(C2=NN(CCC(=O)NC3CCCCCC3)C(=O)CC2)cc1	106	105	99	-8	107	101	0	11
CCOCCCNC(=O)CN1C(=O)COc2ccc(S(=O)(=O)N3CC(C)CC(C)C3)cc21 (configuration not stated)	101	101	99	4	92	98	0	2
NC(=O)CSc1nnc(-c2cccc(S(=O)(=O)N3CCCCC3)c2)o1	86	98	102	6	104	93	-2	-1
Cc1ccc(-n2cc(CNCCn3nc(C)cc3C)c(-c3ccc(F)cc3)n2)cc1	82	84	92	2	91	92	9	2
CN(C(=O)COC(=O)C1COc2ccccc2O1)c1c(N)n(Cc2ccccc2)c(=O)[nH]c1=O (configuration not stated)	99	103	108	2	104	100	5	5
CCOC(=O)Cc1ncccc1C(=O)Nc1ccc(OC)cc1	104	104	98	-2	99	101	2	-9
CC(C)(C)NS(=O)(=O)c1ccc(OCC(=O)NCCC2=CCCCC2)cc1	104	103	105	2	101	100	-1	1
O=C(OCCN1CCCC1=O)c1cc(F)c(F)c(F)c1F	104	111	99	4	108	103	5	8
O=C(COC(=O)/C=C/c1cccs1)Nc1ccc(F)cc1	90	94	108	3	101	95	2	8
COc1ccc(C(=O)NCC(=O)Nc2ccc(-c3ccccc3)cc2)cc1	103	94	92	6	104	102	-1	5
CC(=O)Nc1ccc(Oc2cnccn2)cc1	98	104	115	-1	104	87	3	6
O=C(C[C@H]1C/C=C\CC[C@@H](Cc2ccc(F)cc2)C(=O)OC[C@H]2CCCN2C1=O)N[C@H](CO)Cc1ccccc1	93	104	109	5	103	103	-2	20
Cc1ccc2nc(SCC(=O)N(CC(C)C)c3c(N)n(CC(C)C)c(=O)[nH]c3=O)[nH]c2c1	103	112	102	3	100	104	27	2
CC1(C)Cc2c(sc3c2c(=O)n(-c2ccc(Cl)cc2)c(=O)n3CC(N)=O)CO1	98	108	111	5	103	97	0	4
CC1Cc2ccccc2N1S(=O)(=O)c1cccc(C(=O)NC2CC2)c1 (configuration not stated)	89	86	89	-2	95	87	0	5
COc1ccc2c(C)cc(SCC#N)nc2c1	99	94	101	4	100	99	5	4
CS(=O)(=O)Nc1cccc(C2=NN(S(C)(=O)=O)C(c3ccc4c(c3)OCO4)C2)c1 (configuration not stated)	102	94	91	2	104	97	6	8
COc1cc(-c2nnc(-c3cccs3)o2)cc(OC)c1OC	103	91	103	0	99	88	9	5
Cc1ccc(-n2cc(CN3CCN(C(=O)c4ncn[nH]4)CC3)c(-c3ccc(F)cc3)n2)cc1	104	98	98	-3	102	103	-2	4
CCOC(=O)C1(Cc2ccccc2)CCN(Cc2ccc(C)s2)CC1	101	103	101	-4	102	106	2	-3
Cn1cc(C(=O)NCN2CCCCC2)c2ccccc21	96	101	102	5	102	99	0	-5
CC/C(=N\NC(=O)Cc1ccc(Br)cc1)c1cccs1	82	88	80	.	110	124	.	.
COc1ccc(S(=O)(=O)NCC2CCCO2)cc1Cl (configuration not stated)	97	100	103	-3	102	101	1	-7
CCOc1ccccc1N(CC(=O)NC1CCCCC1)C(=O)CNC(=O)c1ccco1	86	104	94	13	102	102	7	6
Cc1ccccc1NC(=O)C1CCCN(S(=O)(=O)c2cccc3cccnc23)C1 (configuration not stated)	106	109	106	7	116	107	1	3
CSc1ncccc1C(=O)OCc1cccc([N+](=O)[O-])c1	94	113	103	4	107	108	0	-2
Nc1cccc2c1C(=O)N(Cc1nnc(-c3ccccc3Br)o1)C2=O	97	106	110	2	111	102	4	65*
O=C1NCCCCC1NS(=O)(=O)c1cccc(C(F)(F)F)c1 (configuration not stated)	103	101	100	3	115	108	1	-1
CCOC(=O)/C=C/c1ccc2oc3ccccc3c(=O)c2c1	72	79	106	2	94	96	4	-9

Fetched one by one from the list above, two records:
SMILES	CIT2-GFP yeast	AGP1-GFP MLPCN	LAP4-GFP MLPCN	proCasp3 act	MEP2 TOR yeast	RPL19A TOR yeast	AHR activator	proCasp7 act
Cn1cc(C(=O)NCN2CCCCC2)c2ccccc21	96	101	102	5	102	99	0	-5
CCOC(=O)Cc1csc(NC(=O)c2cc3ccccc3o2)n1	85	102	102	-3	97	99	1	4

Further compounds follow.
SMILES	CIT2-GFP yeast	AGP1-GFP MLPCN	LAP4-GFP MLPCN	proCasp3 act	MEP2 TOR yeast	RPL19A TOR yeast	AHR activator	proCasp7 act
Cc1ncc([N+](=O)[O-])n1CC(=O)Nc1ccccc1F	101	102	99	-7	106	101	-2	8
CC1CC(=O)c2cnc(N)nc2C1 (configuration not stated)	104	105	115	4	106	103	0	13
Cc1ccc(-c2csc(NC(=O)c3c(C)noc3C)n2)cc1	87	93	108	-6	99	99	0	-22
Cc1ccc(NC(=O)CSc2nc(N)cc(=O)[nH]2)cc1S(=O)(=O)N1CCOCC1	95	91	87	9	99	97	1	0
NS(=O)(=O)c1ccc(CCNC(=O)c2ccccc2OCc2ccc(F)cc2)cc1	93	84	83	0	91	90	2	5
O=C(Cn1cnc2nc3n(c2c1=O)CCC3)NCc1ccccc1	96	101	106	7	104	98	-2	-5
CCc1nnc2n1N=C(c1ccc(-c3cc(Cl)ccc3Cl)o1)CS2	97	94	92	3	104	95	17	-9
COc1ccc(S(=O)(=O)N2CCCOC2CNC(=O)C(=O)NCCc2ccco2)cc1C (configuration not stated)	118	111	110	-5	115	98	1	4
COc1ccc(-c2c(C)n([O-])c(C)c(-c3ccccc3)[n+]2=O)cc1OC	89	95	99	10	98	93	-1	-13
O=C(CCn1nnc2ccccc21)N1CCN(c2ccccc2)CC1	92	94	104	-5	103	99	14	-8
COc1ccc2cc(C(=O)N3CCN(Cc4ccc5c(c4)OCO5)CC3)[nH]c2c1	96	95	86	9	94	97	39	5
Oc1ccc(O)c(/C(=N/Nc2ccccc2)c2ccccc2)c1	109	82	104	-11	101	103	2	-29
Cc1ccc(C2=NCCn3nc4cc(C(F)(F)F)ccc4c32)cc1	93	99	104	-10	106	96	34	4
CC(C)Cn1c(=O)c2ccccc2n2c(CCC(=O)NCc3ccccn3)nnc12	101	103	95	-2	101	98	1	1
CCOc1ccccc1NC(=O)c1cccc(N2C(=O)CCC2=O)c1	99	99	104	3	110	103	44	6
COc1ccc(C)cc1NC(=O)CN(C)S(=O)(=O)c1cc(C)ccc1OC	92	91	86	3	92	98	0	11
O=C(CSc1nc2ccccc2c(=O)n1-c1ccc(F)cc1F)c1c[nH]c2ccccc12	89	98	109	1	105	101	12	2
Cc1ccc(-n2nnc3c(=O)n(Cc4cc(C)ccc4C)cnc32)cc1	99	104	100	-5	107	98	0	0
CCOc1cccc2c1OC(c1cc(OC)c(OC)c(OC)c1)N1N=C(c3ccc(C)o3)CC21 (configuration not stated)	95	104	115	-20	106	99	10	-34
COc1ccc2cc(C(=O)NCc3ccccc3CN3CCCC3)ccc2c1	104	102	102	5	97	97	1	-1
CNc1ccccc1C(C)(C)c1cn(-c2ccc([N+](=O)[O-])cc2)nn1	93	89	85	-8	97	95	-1	2
Cc1ccc(S(=O)(=O)Nc2ccc3c(c2)nc(CCN2CCN(c4ccccn4)CC2)n3C)cc1	?	?	?	-10	?	?	1	-3
O=C(CN1CCNCC1)NCCSc1ccc(Cl)cc1	106	104	94	3	106	105	0	-10
O=C(Nc1ccccc1)Nc1ccc2nnsc2c1	86	87	91	-4	97	100	11	1
CCOC(=O)c1[nH]c(C)c(/C(O)=C2\C(=O)C(=O)N(CCN(C)C)C2c2ccco2)c1C (configuration not stated)	99	100	92	0	96	96	1	-13
CCCCOC(=O)C1=C(C)Nc2ncnn2C1c1cccc(OC)c1OC (configuration not stated)	101	112	102	2	111	104	-2	2
CC(=O)c1ccc(OCC(O)CN2CCC(C)CC2)cc1 (configuration not stated)	104	105	95	-4	94	103	12	2
Cc1ccccc1NC(=S)N(C)CCc1ccccn1	110	112	114	-6	126	96	0	7
N#Cc1c(-c2ccco2)nc(NCC2CCCO2)[nH]c1=O (configuration not stated)	90	86	91	-3	93	88	1	-2
NC(=O)C1CCN(c2nc(-c3ccccc3)nc3ccccc23)CC1	105	106	106	-1	99	105	15	-1
COC(=O)NCC(C)OC(=O)Nc1ccc(Cl)cc1 (configuration not stated)	94	96	100	10	92	93	3	-5
COCCNC(=O)CSc1nc2cc(OC)c(OC)cc2c(=O)n1Cc1ccco1	.	106	113	4	104	107	1	17

Look-ups from above:
CCOC(=O)c1[nH]c(C)c(/C(O)=C2\C(=O)C(=O)N(CCN(C)C)C2c2ccco2)c1C (configuration not stated) – CIT2-GFP yeast: 99
O=C(COC(=O)/C=C/c1cccs1)Nc1ccc(F)cc1 – proCasp3 act: 3
COc1ccc2cc(C(=O)NCc3ccccc3CN3CCCC3)ccc2c1 – LAP4-GFP MLPCN: 102
CCOC(=O)Cc1csc(NC(=O)c2cc3ccccc3o2)n1 – MEP2 TOR yeast: 97
CCOc1ccccc1N(CC(=O)NC1CCCCC1)C(=O)CNC(=O)c1ccco1 – proCasp3 act: 13
